SIAH1 antagonists: Siah-1 peptide-binding antagonists, primary screen, biochemical, fluorescence polarization, rhodamine-plectin, uHTS (AID 1817); 290,000 tested, 0.02% active; displacement, % at 20 µM; hits with a dose series show IC50 in µM; Siah-1 / rhodamine-plectin peptide fluorescence polarization; higher % means a stronger effect;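 active = displacement of at least 50% at 20 µM, with a fluorescence ratio check between 0.3 and a set limit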;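 note: plate controls were Siah plus tracer with DMSO for no effect and tracer alone without Siah for full effect; strong numbers were not always called active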
XIAP displacement: small molecules displacing peptide from XIAP – biochemical, IAP family, fluorescence polarization (AID 1018); displacement, % at 20 µM, or IC50 in µM where a hit was titrated; 200,000 tested, 0.007% active; XIAP BIR domain, fluorescence polarization peptide displacement; higher % means a stronger effect; in the data active = displacement above about 50%; note: a part of the inactive calls stands beside numbers as strong as those of hits
M1AAP inhibition: P. falciparum M1AAP inhibitors, biochemical, fluorogenic H-Leu-NHMec substrate, 1536-well (AID 1445); recombinant M1AAP, H-Leu-NHMec fluorogenic kinetic assay; higher % means a stronger effect; one-dose inhibition, % at 30 µM; IC50 in µM for titrated hits; 220,000 tested, 0.42% active;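 active = primary inhibition above the hit cutoff, then over 50% inhibition at one or more dose response concentrations, cut at about 23% in these data, passing the limit was not always enough; inconclusive = conflicting primary data, or primary hits not chosen for dose response; inactive = low primary inhibition, or under 50% at every dose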;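 note: plate controls were DMSO full reaction for no effect and no enzyme background for full effect; strong numbers were not always called active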
M17LAP inhibition: P. falciparum M17LAP inhibitors, primary screen, biochemical, fluorogenic H-Leu-NHMec substrate, 1536-well (AID 1619). inhibition, % at 30 µM; hits with a dose series show IC50 in µM. recombinant M17LAP, H-Leu-NHMec fluorogenic kinetic assay; higher % means a stronger effect. 220,000 tested, 0.38% active;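 active = compound inhibiting the enzyme by more than half at any dose during confirmatory dose-response retesting; inconclusive = strong single-dose inhibitors picked by rank but not retested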;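 note: plate controls were full reaction with DMSO carrier for no effect and no enzyme background for full effect; strong numbers were not always called active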
AID2073: inhibitors of Mint1-CaV2.2 protein interaction, biochemical, HTRF (AID 2073); HTRF protein-protein interaction, Mint1-CaV2.2; higher % means a stronger effect; 290,000 tested, 0.19% active; one-dose inhibition, % at 20 µM; IC50 in µM for titrated hits; in the data active = inhibition mostly above about 51%, no sharp cut-off; inconclusive = no clear call, values can overlap the other calls; inactive = mostly below about 53%; note: some results filed as inactive read as strong as hits
ER stress rescue: rescue of cells from ER stress-induced death, primary screen, 384-well, CSM14.1, thapsigargin, ATP luminescence (AID 1222). 190,000 tested, under 10 active. CSM14.1 thapsigargin-induced death rescue, ATP luminescence; higher % means a stronger effect. cellular ATP content (survival), % at 20 µM, or EC50 in µM where a hit was titrated;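 active = EC50 below 50 µM in the dose-response confirmation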;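 note: death triggered by thapsigargin at about 15 µM added after 2 h compound pretreatment; cell ATP read after overnight thapsigargin exposure of roughly 18 to 22 hours; normalized against plate controls of thapsigargin alone and 5% DMSO vehicle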
NOD2 inhibition: inhibition of NOD2-driven NF-kB reporter – cell-based, luminescence, uHTS, HEK293 (AID 1566); HEK293 NOD2/NF-kB luciferase reporter, luminescence; higher % means a stronger effect; one-dose inhibition, % at 4 µM; EC50 in µM for titrated hits; 290,000 tested, 0.63% active; note: many of its hits are not listed in these tables
LYP phosphatase: PTPN22 lymphoid phosphatase activity blockers – biochemical, fluorescence intensity, uHTS (AID 1779); inhibition, % at 11.5 µM, or IC50 in µM where a hit was titrated; recombinant LYP phosphatase, fluorescence intensity; higher % means a stronger effect; 290,000 tested, 0.054% active;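 note: plate controls were vehicle with enzyme for no effect and no enzyme for full effect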
Hep lipid drop: modulators of hepatic lipid droplet formation | AML12 mouse hepatocytes, oleate lipid droplets, BODIPY imaging | inhibition, % at 6.5 µM | 240,000 tested, 0.4% active | AID 1656;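 active = lipid droplet intensity inhibited by at least 50%, with more than 500 cells counted; inconclusive = wells with under 300 cells, treated as cytotoxic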
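Assay system: AML12 hepatocytes (mouse); Probe or stimulus: oleic acid at 100 µM to induce lipid droplet formation; Dosing: compound at 6.5 µM only; Schedule: compound with oleate, overnight; Detection: fluorescence imaging, 20x objective, two fields per well; Measure: % inhibition of lipid droplet signal.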
Hep lipid drop cells 6.5 µM: recorded beside Hep lipid drop, whose call it bears; cell count; measured here: cell count, cytotoxicity flag;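 cells counted across two imaged fields per well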
Starred values were filed as active, the others as inactive; u = inconclusive; x = no result given. Cut-off read from the data, not from the text of the source, unless noted: active = inhibition above about 50%; inactive = the rest. Not all compounds are listed; count on the stated rates, not on these rows.

SMILES	SIAH1 antagonists	XIAP displacement	M1AAP inhibition	M17LAP inhibition	AID2073	ER stress rescue	NOD2 inhibition	LYP phosphatase	Hep lipid drop	Hep lipid drop cells 6.5 µM
CNNC(=O)C(C)NC(=O)c1ccc(Br)cc1 (stereo unspecified)	2%	-6.8%	8%	9%	7%	-2.3%	10%	-4%	x	x
CN(C)c1ccc(-c2nn3c(-c4cccnc4)nnc3s2)cc1	2%	-5.0%	x	x	13%	-0.8%	11%	-5%	15	815
O=C(NCCN1CCCCCC1)c1ccc(CS(=O)(=O)c2ccc(Br)cc2)o1	-6%	-5.1%	8%	1%	14%	x	-5%	1%	3	624
COc1cc(-c2noc(C)c2/C=C/c2cccc([N+](=O)[O-])c2)cc(OC)c1OC	1%	x	x	x	1%	x	4%	-4%	u	x
O=C(CCc1nc2ccccc2c(=O)[nH]1)NCc1ccco1	-2%	-9.8%	-3%	-7%	-6%	-0.8%	1%	-3%	4	676
CC(=O)NCCCNc1ccc([N+](=O)[O-])cc1	0%	-11%	9%	24%	-8%	-1.2%	-7%	6%	20	702
O=c1[nH]c2ccc(S(=O)(=O)NCc3ccccn3)cc2s1	7%	-0.9%	0%	-1%	8%	x	-21%	-1%	0	650
CSCC[C@H](NC(=O)C1CCN(C(=O)[C@@H](N)Cc2ccccc2)CC1)C(=O)O	6%	x	x	x	-4%	x	4%	-7%	-12	833
Cc1cccc2nc3c(nc12)-c1ccccc1C3=O	-2%	x	-2%	8%	8%	x	-37%	-1%	0	668
O=C(Cn1ncc2ccccc21)N1CCc2ccccc21	6%	0.1%	14%	8%	-4%	x	4%	-4%	-1	608
Cc1cccc(C)c1N1C(=O)[C@@H]2C(c3ccccc3Cl)=NO[C@@H]2C1=O	6%	x	5%	1%	7%	x	25%	-4%	6	531
Cc1cccc2sc(NNC(=O)c3cc(-c4cccs4)nc4ccccc34)nc12	-11%	-7.7%	-15%	-11%	5%	-3.2%	2%	0%	-30	672
CS(=O)(=O)N(CC(=O)NCC1CCCO1)c1cc(Cl)ccc1Cl (stereo unspecified)	2%	-2.5%	-1%	-3%	0%	0.4%	1%	-1%	x	x
COc1cccc2cc(C(=O)Nc3cccc(C)n3)c(=O)oc12	6%	-8.0%	x	x	23%	-2.7%	-59%	-2%	x	x
CC(=O)Nc1ccccc1Nc1cc(C#N)c(C#N)cc1[N+](=O)[O-]	0%	-1.7%	x	x	19%	-0.2%	12%	-4%	x	x
O=C(NCCC1=CCCCC1)c1ccc(Cl)c(S(=O)(=O)N2CCOCC2)c1	-2%	0.6%	11%	2%	6%	-1.5%	15%	-5%	13	721
CCCCCCNCC(=O)N1CCC(Cc2ccccc2)CC1	7%	x	x	x	6%	x	-2%	-8%	-7	739
CCOc1cccc(C(=O)NC(=S)Nc2ccc(Cl)cc2C(=O)O)c1	-2%	-4.0%	1%	-8%	43%	-1.1%	9%	-8%	-22	731
CN(C)C1(CN=Cc2cc(Cl)cc([N+](=O)[O-])c2O)CCCCC1	-4%	x	x	x	5%	x	11%	-7%	23	813
O=C(CSc1nnc(NC(=O)C2CCC2)s1)Nc1ccccc1	1%	x	x	x	21%	x	3%	-3%	-23	811
O=[N+]([O-])c1cc(Cl)cc(/C=N/n2cnnc2)c1O	-1%	-5.0%	4%	3%	6%	-1.1%	16%	4%	8	723
CC1CCN(S(=O)(=O)c2ccc(S(=O)(=O)NCC3COCCO3)cc2)CC1 (stereo unspecified)	1%	-2.1%	0%	7%	2%	1.1%	-12%	-3%	x	x
O=C(COCC(=O)NCc1ccccc1)NCc1ccccc1	-1%	-8.4%	6%	1%	-1%	-1.2%	14%	-4%	-12	694
O=C1Nc2ccc(Br)cc2C1(O)c1ccccc1 (stereo unspecified)	1%	x	x	x	5%	x	0%	-7%	-18	699
COc1ccc(CCNC(=O)COC(=O)/C=C/c2cccs2)cc1	-4%	1.7%	9%	0%	-9%	-1.9%	2%	0%	13	724
O=C(NCC(c1cccs1)N1CCOCC1)c1cc(-c2ccccn2)nc2ccccc12 (stereo unspecified)	1%	x	0%	0%	-12%	x	8%	-1%	-19	684
Cc1sc2ncnc(OCC(=O)N3CCN(S(=O)(=O)c4ccccc4)CC3)c2c1C	4%	-7.9%	-2%	0%	-8%	-2.0%	3%	5%	-26	737
CC(C)NC(=O)c1nc2ccccc2s1	1%	-0.8%	6%	4%	4%	-1.3%	-30%	-7%	7	670
O=C(c1ccc(Br)cc1)N1CCCC1	4%	-3.8%	12%	0%	1%	-1.3%	5%	0%	6	717
O=c1c2c3nc4ccccc4nc3n(/N=C/c3cccs3)c2ncn1-c1ccccc1	4%	-7.6%	x	x	25%	0.9%	5%	18%	20	755
O=C(CSc1nc2ccccc2[nH]1)Nc1ccc2c(c1)CCC2	18%	-6.8%	7%	2%	5%	-2.6%	6%	-9%	-48	742
COc1ccc(CNC(=O)CN2CCC(n3nnc4cc(F)ccc43)CC2)cc1	6%	-6.0%	3%	8%	3%	1.2%	6%	-10%	1	685
COCCNC(=O)Cn1cnc2sc(C)c(S(=O)(=O)N3CCN(c4ccccc4OC)CC3)c2c1=O	8%	x	x	x	-8%	x	8%	-6%	-1	732
Cc1ccc(NS(=O)(=O)c2cn(C)cn2)cc1	20%	-4.2%	6%	10%	0%	-2.2%	-2%	-4%	29	793
CSc1ccccc1NC(=O)c1cnc2n(c1=O)CCS2	-4%	-14%	12%	-4%	-5%	-1.3%	0%	5%	x	x
CCCCOC(=O)Nc1ccc(OC)cc1S(=O)(=O)N1CCOCC1	27%	59%*	6%	-6%	u	1.1%	0%	-8%	x	x
COc1cc(CNC(=O)CCCC/C=C\C(C)C)ccc1O	8%	-1.3%	4%	-7%	3%	2.8%	12%	-6%	-14	710
CCOc1ccc(/C=N/n2c(C3CCCCC3)n[nH]c2=S)cc1	0%	x	x	x	-41%	x	5%	-2%	-5	843
O=c1[nH][nH]cc1C=Nc1ccccc1Cl	6%	-2.3%	1%	2%	-4%	x	12%	-6%	1	730
O=C(CCn1c(=O)oc2ccccc21)N1CCN(C(c2ccccc2)c2ccccc2)CC1	-2%	-5.8%	3%	1%	-4%	-0.7%	10%	2%	x	x
CCCCOc1ccc(OC(=O)Nc2cc(Cl)ccc2OC)cc1	2%	x	6%	-2%	-1%	x	-11%	-3%	-8	789
OCC1(Cc2ccccc2)CCN(CCCC2CCCC2)CC1	5%	-2.1%	4%	-2%	3%	-2.7%	-12%	-2%	-1	681
COc1ccc(-c2cc3c(=O)n(CC(=O)NCCCN4CCC(Cc5ccccc5)CC4)ncn3n2)cc1	-4%	x	x	x	21%	x	-11%	-12%	-88	679
O=C(CCCc1ccccc1)c1ccc2c(c1)OCCO2	2%	-3.9%	7%	2%	-6%	-5.8%	42%	-2%	-4	680
Cn1nc(CC(=O)NC2CCCCC2)c2ccccc2c1=O	-1%	-6.8%	3%	11%	4%	-1.9%	4%	-4%	-4	719
Cc1ccc2cc(CN(CC3CCCO3)C(=O)NC3CCCCC3)c(=O)[nH]c2c1C (stereo unspecified)	4%	-3.8%	-3%	-1%	4%	-1.6%	27%	-7%	x	x
CCNC(=O)NC(=O)COC(=O)CCCc1nc2ccccc2s1	-2%	-11%	1%	3%	-14%	-1.9%	2%	-6%	18	710
CCC(C)(C)n1nnnc1C(c1cc2cc(C)cc(C)c2[nH]c1=O)N1CCCC1 (stereo unspecified)	3%	-5.0%	13%	9%	14%	-1.2%	8%	-8%	0	711
CCOC(=O)c1ccccc1Oc1c(F)c(F)nc(NCCO)c1F	4%	-2.9%	2%	17%	-7%	-0.6%	-2%	-8%	x	x
Cc1cc(OCC(=O)Nc2cccnc2)c2c(C)c(C)c(=O)oc2c1	9%	x	x	x	15%	x	1%	-3%	-1	697
CC(=O)Nc1nnc(C)s1	8%	-4.7%	8%	-2%	7%	2.1%	6%	2%	-18	742
C=CCNCCOc1ccccc1-c1ccccc1	8%	-0.5%	5%	8%	-10%	-2.2%	-6%	-1%	4	632
Cc1ccc(/C=N/n2cc(-c3ccccc3)[nH]c2=S)s1	0%	-10%	3%	0%	16%	-2.9%	-43%	-3%	8	757
COc1ccc(/C=N/NC(=S)NCc2ccccc2)cc1OC	9%	-10%	10%	-15%	-6%	-2.4%	3%	1%	-4	669
CC(C)CCCCCCNC(=S)Nc1ccc(S(=O)(=O)N2CCOCC2)cc1	-5%	-1.7%	15%	3%	9%	0.8%	-23%	14%	-4	610
Cc1cc2cc3c(=O)[nH]c(=O)[nH]c3nc2cc1C	4%	x	1%	7%	-50%	x	8%	-12%	28	894
CCC(Sc1nncn1C)C(=O)Nc1nnc(-c2ccc(Cl)cc2)s1 (stereo unspecified)	-1%	-4.6%	11%	20%	11%	-5.4%	11%	-3%	-3	718
O=C(C1CCN(S(=O)(=O)c2cnc[nH]2)CC1)N1CCN(c2ncccn2)CC1	8%	3.5%	4%	4%	6%	x	2%	1%	4	705
O=C1C=CN(C(=O)Oc2ccccc2)CC1	0%	-7.2%	-1%	-6%	-3%	-2.5%	13%	-10%	3	619
Cc1ccc(-c2noc(CCCc3ccccc3)n2)cc1	-4%	-3.6%	11%	2%	0%	-2.4%	-30%	-8%	x	x

The list goes on:
SMILES	SIAH1 antagonists	XIAP displacement	M1AAP inhibition	M17LAP inhibition	AID2073	ER stress rescue	NOD2 inhibition	LYP phosphatase	Hep lipid drop	Hep lipid drop cells 6.5 µM
CCOC(=O)C1=C(C)Nc2ccccc2N=C1NC(=O)Cc1ccc(Cl)c(Cl)c1	1%	-2.0%	2%	-1%	0%	-0.9%	5%	-4%	-10	675
COc1cc(C(=O)O/N=C2\CCCc3c2ccc(OC)c3[N+](=O)[O-])cc(OC)c1OC	-3%	0.6%	6%	10%	-2%	-1.6%	12%	-2%	x	x
Cc1ccc(C(=O)CC(c2cccs2)S(=O)(=O)c2ccc(C)cc2)cc1 (stereo unspecified)	-5%	-6.0%	6%	-1%	-2%	-2.4%	3%	2%	-6	652
Cc1cccc(NC(=S)N2CCN(c3ccccn3)CC2)c1	8%	x	x	x	-11%	x	-7%	-11%	11	822
O=C(CCC(=O)c1ccccc1)NC1CCCN(Cc2ccccc2F)C1 (stereo unspecified)	1%	x	x	x	9%	x	-2%	-7%	-24	769
